Source: PubChem BioAssay (several laboratories)
TAAR1 agonist: human TAAR1 agonists, primary screen, Fluo-8 calcium fluorescence, CHO RD-HGA16 cells | Trace amine-associated receptor 1 (Homo sapiens), Q96RJ0 | vehicle wells 0%, saturating PEA agonist 100% | activation, % at 3 µM | hit rate 0.99% among 360,000;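 active means activation above the mean activation of all test compounds in the run plus 3 SD, cut at about 38% in these data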
Target sequence (Q96RJ0 whole entry, looked up): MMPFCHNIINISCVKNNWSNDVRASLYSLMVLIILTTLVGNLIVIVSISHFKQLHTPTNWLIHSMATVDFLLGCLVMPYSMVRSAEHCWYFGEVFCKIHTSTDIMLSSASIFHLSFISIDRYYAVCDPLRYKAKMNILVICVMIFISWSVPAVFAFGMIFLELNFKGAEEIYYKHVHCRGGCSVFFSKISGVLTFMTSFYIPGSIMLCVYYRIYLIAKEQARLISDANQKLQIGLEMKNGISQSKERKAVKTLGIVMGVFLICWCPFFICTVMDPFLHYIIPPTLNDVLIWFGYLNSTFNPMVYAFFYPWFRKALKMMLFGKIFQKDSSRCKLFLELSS
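System: CHO RD-HGA16 cells carrying human TAAR1 plus Gα16; Incubation: 17-24 h seeding, 75 min 37 °C dye, 30 min RT; Measured by: Fluo-8 fluorescence, 5 s baseline then 140 s kinetic read; Control set: DMSO and PEA EC100; Replication: single well for each compound.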
M5 PAM: human M5 muscarinic receptor positive allosteric modulators, primary screen, CHO-K1 cells, Fluo-8 calcium fluorescence | hit rate 0.3% among 360,000 | CHO-K1 hM5, ACh EC20 PAM; 0% = ACh EC20, 100% = ACh EC100 | activation, % at 3 µM | Muscarinic acetylcholine receptor M5 (Homo sapiens), P08912;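 active means activation above the run cutoff, the mean activation of all test compounds plus 3 SD, cut at about 18% in these data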
Target sequence (P08912 whole entry, looked up): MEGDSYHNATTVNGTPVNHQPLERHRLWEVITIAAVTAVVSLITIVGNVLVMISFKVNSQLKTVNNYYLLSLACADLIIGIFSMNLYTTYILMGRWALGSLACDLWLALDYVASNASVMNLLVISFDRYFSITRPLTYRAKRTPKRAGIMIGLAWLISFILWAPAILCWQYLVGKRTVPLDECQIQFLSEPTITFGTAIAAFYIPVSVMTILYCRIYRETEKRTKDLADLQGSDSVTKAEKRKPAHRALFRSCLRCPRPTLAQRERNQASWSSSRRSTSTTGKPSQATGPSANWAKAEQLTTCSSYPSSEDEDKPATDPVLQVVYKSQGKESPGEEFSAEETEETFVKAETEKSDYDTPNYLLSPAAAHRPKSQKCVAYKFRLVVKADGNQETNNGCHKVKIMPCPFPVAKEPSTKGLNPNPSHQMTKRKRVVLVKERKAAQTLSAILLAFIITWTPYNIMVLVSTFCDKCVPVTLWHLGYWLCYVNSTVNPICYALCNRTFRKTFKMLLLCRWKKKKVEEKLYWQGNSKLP
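Assay system: CHO-K1 hM5 cells. Also added: acetylcholine at EC20 concentration, added after compound. Dosing: 3 µM, single dose. Times: compound preincubation 140 s before EC20 acetylcholine addition. Signal: Fluo-8 calcium fluorescence. Measure: % activation relative to EC20 and EC100 ACh responses. Repeats: singlicate, one well per test compound.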
CRFBP-R2 agonist: agonists of CRF-BP/CRF-R2 complex, primary screen, cell-based, HEK293, calcium dye fluorescence, uHTS. CRF-binding protein / CRF receptor 2 complex (human). calcium dye fluorescence (FLIPR); percent of saturating CRF peptide response. activation, % at 13.2 µM. hit rate 0.46% among 350,000. AID 588473, 2011;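 active means activation of at least 50%, plus an integration ratio under a set limit after plate pattern correction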;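 further: plate controls were neutral control wells without compound for no effect and CRF at EC100 for full effect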
CRFBP-R2 block: antagonists of CRF-BP/CRF-R2 complex, primary screen, cell-based, HEK293, calcium dye fluorescence, uHTS; CRF-induced calcium fluorescence; inhibition, % at 11.8 µM; hit rate 0.59% among 350,000; AID 588475, 2011;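 active means inhibition of the ligand-induced calcium signal above about 50% at the single tested concentration, limit read from the data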
CHRM4 PAM: human M4 muscarinic receptor positive allosteric modulators, primary screen, CHO-K1 cells, Fluo-8 calcium fluorescence. activation, % at 3 µM. Muscarinic acetylcholine receptor M4 (Homo sapiens), P08173. hit rate 0.4% among 360,000. AID 624126, 2012. CHO-K1 hM4/Gqi5, ACh EC20; 0% = ACh EC20, 100% = maximal ACh;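 active means activation above its plate's cutoff, the mean activation of sample wells plus 3 SD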; further: some results filed as inactive read as strong as hits
TAAR1 antagonist: human TAAR1 antagonists, primary screen, Fluo-8 calcium fluorescence, CHO RD-HGA16 cells. antagonist. inhibition, % at 3 µM. hit rate 1.5% among 360,000;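 active means inhibition above a per-plate cutoff, the mean inhibition of test compounds on that plate plus 3 SD, cut at about 49% in these data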;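 further: 0% = DMSO plus EC80 beta-PEA response and 100% = DMSO alone without agonist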
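Material: CHO RD-HGA16 cells bearing hTAAR1; compound dosing: one-point dosing, 3 µM nominal final; schedule: dye loading 75 min at 37 °C, then 30 min room temperature; measured by: calcium fluorescence with Fluo-8; control set: vehicle and agonist controls; replication: n of 1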
CHRM5 agonist: human M5 muscarinic receptor agonists, primary screen, CHO-K1 cells, Fluo-8 calcium fluorescence; Muscarinic acetylcholine receptor M5 (Homo sapiens), P08912; CHO-K1 hM5 cells; 0% DMSO wells, 100% maximal acetylcholine response; activation, % at 3 µM; hit rate 0.19% among 360,000;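 active means activation above the run's mean over test compounds plus 3 SD, cut at about 23% in these data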;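 further: signal is peak over basal fluorescence ratio across the kinetic read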
M5 antag: human M5 muscarinic receptor antagonists, primary screen, CHO cells, Fluo-8 calcium fluorescence; inhibition, % at 3 µM; hit rate 0.59% among 360,000; Muscarinic acetylcholine receptor M5 (Homo sapiens), P08912; CHO-hM5 cells, ACh EC80;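 active means inhibition above a per-plate cutoff, the mean of that plate's test compounds plus 3 SD, cut at about 27% in these data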;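 further: 0% = acetylcholine EC80 with DMSO and 100% = DMSO without agonist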
M1 PAM parental: nonselective calcium activators in parental CHO-K1 cells, primary screen, counter-screen for M1 PAM project, cell-based, Fluo-8 calcium fluorescence, full deck, 1536-well; activation, % at 3 µM; hit rate 0.02% among 360,000; AID 602247, 2012; ATP EC20; 0% at ATP EC20, 100% at ATP max;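 active means activation above the run cutoff, the mean activation of all test compounds plus 3 SD, cut at about 40% in these data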;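 further: peak over basal fluorescence ratio in a 140 s read after ATP addition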
Numbers without * were called inactive; x = not tested or not shown.

SMILES	TAAR1 agonist	M5 PAM	CRFBP-R2 agonist	CRFBP-R2 block	CHRM4 PAM	TAAR1 antagonist	CHRM5 agonist	M5 antag	M1 PAM parental
CCOC(=O)COc1c(OC)cc(Cl)cc1C1NC(=O)NC(C)=C1C(C)=O (centres undefined)	8	3	0.9	-3	4	6	-1	-2	19
O=c1cc(-c2ccco2)oc2c1ccc1ccccc12	9	-2	-1.5	-13	-2	-1	0	3	19
CC(C)CC(CC(C)C)=NNC(=O)c1ccc2c(c1)OCO2	2	4	-1.8	-4	-3	-26	0	5	19
CC(C)c1nnc(NC(=O)COC(=O)/C=C/c2ccc([N+](=O)[O-])cc2)s1	-1	-7	-1.2	-17	-5	-5	-4	7	-8
CCCCOc1ccc(C(=O)N/C(=C\c2ccc([N+](=O)[O-])cc2)C(=O)OCc2ccco2)cc1	-1	-3	5.7	-3	9	-8	-1	6	13
O=C(Nc1c(C(=O)N2CCC(N3CCCCC3)CC2)oc2ccccc12)c1ccc(F)cc1	1	5	-0.2	-7	-1	-17	-8	4	20
NC(=O)c1c(NC(=O)CN2CCOCC2)sc2c1CCC2	6	3	-0.7	5	22	-7	1	6	-5
OCCN1CCN(c2nc3ccccc3nc2-c2ccccc2)CC1	1	-6	-0.1	-2	-5	-2	-4	13	-2
Cc1ccc(-n2ncc3c(=O)n(-c4ccc(C)c(C)c4)c(C)nc32)cc1	6	-8	0.7	-9	4	-9	0	1	11
CCOc1cc(/C=N/Nc2nc(N3CCCC3)nc(N3CCCC3)n2)ccc1O	9	8	-1.8	-2	-6	30	2	-7	-1
CC(C)=CC1C(C(=O)Nc2ccc(Br)cn2)C1(C)C (centres undefined)	8	-12	0.1	-47	-6	-2	-11	-2	18
O=C(Nc1ccccc1N1CCCCC1)c1cccc(OC(F)F)c1	1	4	-0.3	-12	-14	-19	-2	5	28
CSc1nc2sc3c(c2c(=O)[nH]1)CCC(C)C3 (centres undefined)	8	-5	-1.2	-49	13	-6	0	1	-12
CCOC(=O)C1(CCOc2ccccc2)CCN(Cc2ccncc2)CC1	4	-6	0.5	1	-2	11	-7	2	1
CCn1c(SCC(=O)NCCc2ccccc2)nnc1-c1cccs1	20	4	1.6	-2	-5	-16	-6	-2	10
Cc1oc(-c2ccccc2Cl)nc1CS(=O)CC(=O)NCc1ccc(Cl)cc1 (centres undefined)	5	-1	-0.3	-17	-3	-6	0	12	-5
CCOc1ccc(CCNC(=O)c2ccc(S(=O)(=O)N3CCCC3)cc2)cc1OCC	3	2	-1.2	-4	11	-10	1	-7	-13
Cc1ccc(N(NC(=O)C(C)(C)O)C(=O)c2ccccc2)cc1C	0	4	-1.8	-2	-4	5	-2	0	-1
CCOC(=O)C1CCCN(S(=O)(=O)c2ccc(F)c(C(=O)Nc3ccc(F)c(F)c3)c2)C1 (centres undefined)	7	-4	4.9	-23	-12	19	0	3	-2
CSc1ncc(C(=O)Nc2ccccc2Cl)c(C)n1	0	0	-2.0	5	1	17	-2	2	2
CC(CCn1cccn1)NC(=O)CCc1nnc(CCc2ccccc2)o1 (centres undefined)	3	5	-1.9	11	1	8	-2	-5	0
CC(=O)c1ccccc1NS(=O)(=O)c1ccc2c(c1)CC(=O)N2	-2	18	-1.0	13	1	-3	3	-3	7
CCN(CC)c1nc2c(s1)C(=O)CC(C)(C)C2	3	1	9.8	-10	-4	23	0	-1	4
Nc1c(C(=O)c2ccc(Cl)cc2)sc2c1c(=O)[nH]c(=O)n2-c1ccccc1	-2	0	3.4	5	22	-11	-1	7	-2
O=C(NCc1ccccc1)/C(NC(=O)c1ccccc1)=C(/Sc1ccccn1)c1ccccc1	11	-11	0.0	-2	-2	36	2	8	13
COc1cc(/C=C2\C(=O)NN(c3ccc(C)cc3)C2=O)cc([N+](=O)[O-])c1O	7	4	-0.9	9	-1	5	-1	4	28
COc1ccc(-c2nc(N)nc(C(F)(F)F)c2-c2csc(C)n2)c(O)c1	5	-5	0.5	9	1	-14	-2	16	12
O=C(CSc1ccc(Cl)cc1)Nc1ccccc1N1CCN(C(=O)c2ccccc2)CC1	7	0	3.8	-1	4	16	2	3	3
Cc1ccc2c(cnn2C(=O)CCC(=O)N2CCCCC2C)c1 (centres undefined)	2	-10	1.1	7	-7	2	-1	8	0
O=C(NCc1cccnc1)c1noc2c1CCCCC2	x	3	-0.2	5	2	x	-2	-7	15
COc1ccc(Cl)cc1NC(=O)CN(c1ccccc1)S(=O)(=O)N(C)C	6	2	-0.3	1	1	-4	-5	-3	10
O=C(NNS(=O)(=O)c1ccccc1C(F)(F)F)c1cc2ncc(C(F)(F)F)cc2s1	0	2	-1.3	-3	-8	-23	7	-1	-25
O=C(CSc1ccccn1)Nc1nc2ccc(Br)cc2s1	x	-6	0.2	-11	-4	x	-3	-3	19
O=[N+]([O-])c1cc(/C=N/NC(=S)Nc2ccccc2Cl)ccc1Cl	0	7	0.3	-13	-2	11	3	8	12
O=C(c1ccccc1NS(=O)(=O)c1ccccc1)N1CCCCCC1	1	11	-0.8	10	0	5	4	-9	-23
CCOC(=O)c1nc(Nc2ccc(N3CCC(C)CC3)cc2)c2ccccc2n1	0	-12	-0.6	13	-9	28	2	5	8

3 compounds from above, ordered by their value in CHRM4 PAM, high to low:
| SMILES | CHRM4 PAM |
| --- | --- |
| COc1ccc(-c2nc(N)nc(C(F)(F)F)c2-c2csc(C)n2)c(O)c1 | 1 |
| O=C(NCc1ccccc1)/C(NC(=O)c1ccccc1)=C(/Sc1ccccn1)c1ccccc1 | -2 |
| O=C(CSc1ccccn1)Nc1nc2ccc(Br)cc2s1 | -4 |

Structural class, the compounds so far with two or more sulfur atoms.
SMILES	TAAR1 agonist	M5 PAM	CRFBP-R2 agonist	CRFBP-R2 block	CHRM4 PAM	TAAR1 antagonist	CHRM5 agonist	M5 antag	M1 PAM parental
CSc1nc2sc3c(c2c(=O)[nH]1)CCC(C)C3 (centres undefined)	8	-5	-1.2	-49	13	-6	0	1	-12
CCn1c(SCC(=O)NCCc2ccccc2)nnc1-c1cccs1	20	4	1.6	-2	-5	-16	-6	-2	10
O=C(NNS(=O)(=O)c1ccccc1C(F)(F)F)c1cc2ncc(C(F)(F)F)cc2s1	0	2	-1.3	-3	-8	-23	7	-1	-25
O=C(CSc1ccccn1)Nc1nc2ccc(Br)cc2s1	x	-6	0.2	-11	-4	x	-3	-3	19

Continued.
SMILES	TAAR1 agonist	M5 PAM	CRFBP-R2 agonist	CRFBP-R2 block	CHRM4 PAM	TAAR1 antagonist	CHRM5 agonist	M5 antag	M1 PAM parental
COC(=O)c1c(-c2ccccc2OC)sc2ccccc12	1	-4	-1.1	2	4	-1	-4	12	4
CC1CN(C(=O)c2ccc3c(c2)OCO3)CC(C)O1 (centres undefined)	5	-3	-0.6	12	5	8	0	0	12
CC1CCCCC12NC(=O)N(CC(=O)Nc1ccc3c(c1)OCCCO3)C2=O (centres undefined)	1	-4	-1.6	-2	5	-1	0	22	17
Cc1ccc(NC(=O)COC(=O)COc2ccc(Cl)cc2C)c([N+](=O)[O-])c1	0	5	-2.9	-30	9	-3	-1	-10	16
Cc1ccc(C)c(S(=O)(=O)N2CCCC2CNC(=O)C(=O)NC2CCCC2)c1 (centres undefined)	1	3	-1.2	8	2	7	-3	1	10
COc1ccc(Nc2cc(=O)oc3ccccc23)cc1	5	-6	-1.0	-1	5	-5	-2	4	5
COc1ccc(/C=N/NC(=O)c2cccnc2)cc1CN1CCN(c2ccc(F)cc2)CC1	2	2	0.3	-16	-6	-11	-6	7	7
O=C(/C=C/c1cccc([N+](=O)[O-])c1)N1CCN(S(=O)(=O)c2cccs2)CC1	5	-8	-6.6	23	-3	21	-3	5	13
Cc1cc(C)c2c3c(c(-c4ccccc4)n2n1)c(=O)n(C)c(=O)n3C	0	-2	0.1	1	-1	-9	3	12	3
COc1cccc(NC(=O)CCNC(=O)c2ccccc2Cl)c1	x	1	-0.9	-1	-2	x	-1	-2	12
O=[N+]([O-])c1ccccc1OC/C(=N\O)c1ccccc1	-2	0	-0.7	-3	-3	-2	-7	0	11
O=C(NCCN1CCN(c2ccccc2)CC1)c1cccn2c(=O)c3cc(Cl)ccc3nc12	4	2	8.8	-57	5	-8	-3	-3	24
COc1ccc(OC)c(/C=C/C(=O)OCC(=O)N2CCCC2)c1	2	2	-0.1	5	11	5	1	-2	5
Cc1ccc(/C=N/Nc2ccc(Cl)nn2)cc1	5	2	0.4	-17	16	-17	0	3	29
CC(OC(=O)CC(NC(=O)c1ccccc1Cl)c1ccccc1)C(=O)Nc1cccc(Cl)c1Cl (centres undefined)	6	-9	1.9	-8	-11	31	-3	9	24
CC(=O)N1CCN(S(=O)(=O)c2cccc(C(=O)NC3CC3)c2)CC1	1	4	-1.5	-5	17	-4	1	-1	19
Cc1cccc(CN2C(=O)[C@@H]3Cc4c([nH]c5ccccc45)C(C)(C)N3C2=O)c1	11	-3	0.9	-8	9	47	3	12	13
CCN(CC)S(=O)(=O)c1cccc(C(=O)NCC(=O)OCC(=O)NCc2ccccc2)c1	0	0	-2.0	9	-5	-3	-6	3	19
O=c1cc(-c2ccco2)oc2ccccc12	2	8	0.3	-4	10	-5	2	-5	2
COc1ccc(NC(=O)CSc2nnc(N)s2)cc1	9	1	2.2	-11	4	-14	-1	0	13
O=C(COC(=O)c1ccco1)c1ccc(Cl)cc1	0	1	-1.2	-4	-4	-6	-3	12	-5
CCOc1ccc(C(=S)N2CCOCC2)cc1	15	-2	-0.9	5	-2	17	-5	-3	-6
CC1Cc2cc(S(=O)(=O)NCCC(=O)NCc3ccc(F)cc3)ccc2N1C(=O)C1CC1 (centres undefined)	3	-8	1.6	-1	-6	-1	2	0	-8
O=C(NCCO)/C(=C/c1ccc(Br)cc1)NC(=O)c1cccs1	6	4	-1.1	-7	1	1	-1	-3	-9
CCCNC(=O)CN(C)S(=O)(=O)c1ccc(F)cc1	6	1	-1.1	1	-5	7	0	1	3
Cc1cc(Cl)ccc1NC(=S)NCCN1CCOCC1	0	-2	-3.5	15	4	-3	1	12	-1
CCOC(=O)C1CCN(C(=O)c2cccc(N3C(=O)NC4CC3(C)Oc3ccc(C)cc34)c2)CC1 (centres undefined)	1	-6	0.1	1	-5	-2	-2	3	-22
CC(=O)Nc1nc(-c2ccc3c(c2)OCO3)cs1	-1	-7	-3.1	-8	-6	-32	-3	6	0
C=CCN1C(=O)c2ccc(C(=O)OCC(=O)N3CCN(c4ccccc4)CC3)cc2C1=O	1	-1	-1.7	27	4	-19	3	4	-6
O=[N+]([O-])c1cnc2ccccc2c1	3	-3	-0.6	-4	7	-18	-2	-6	22
